GPR151 activ: human GPR151 activation | hit rate 1% among 650,000 | activation, % at 11.2 µM | Q8TDV0 | AID 1508602 | PathHunter beta-arrestin GPR151 cells, luminescence; in the data active = activation above about 4.9%;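 note: 0% = median of compound wells and 100% = cells with positive control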
Target sequence (Q8TDV0 whole entry, looked up): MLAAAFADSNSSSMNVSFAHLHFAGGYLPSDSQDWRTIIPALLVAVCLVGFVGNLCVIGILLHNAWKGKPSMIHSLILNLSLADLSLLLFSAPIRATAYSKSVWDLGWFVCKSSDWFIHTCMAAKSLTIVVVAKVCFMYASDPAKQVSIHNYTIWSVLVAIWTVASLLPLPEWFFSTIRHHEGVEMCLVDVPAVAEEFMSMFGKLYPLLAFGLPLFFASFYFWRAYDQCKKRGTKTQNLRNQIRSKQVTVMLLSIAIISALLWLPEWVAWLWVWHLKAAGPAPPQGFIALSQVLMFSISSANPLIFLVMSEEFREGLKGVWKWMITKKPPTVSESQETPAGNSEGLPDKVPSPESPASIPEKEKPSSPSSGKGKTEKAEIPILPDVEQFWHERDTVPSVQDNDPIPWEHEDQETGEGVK
MITF primary: human MITF inhibition, primary screen; inhibition, % at 2.6 µM; AlphaScreen MITF homodimerization, bead proximity signal; O75030; hit rate 0.91% among 650,000; in the data active = inhibition above about 50%;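 note: 0% = vehicle wells with protein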
Target sequence (O75030 whole entry, looked up): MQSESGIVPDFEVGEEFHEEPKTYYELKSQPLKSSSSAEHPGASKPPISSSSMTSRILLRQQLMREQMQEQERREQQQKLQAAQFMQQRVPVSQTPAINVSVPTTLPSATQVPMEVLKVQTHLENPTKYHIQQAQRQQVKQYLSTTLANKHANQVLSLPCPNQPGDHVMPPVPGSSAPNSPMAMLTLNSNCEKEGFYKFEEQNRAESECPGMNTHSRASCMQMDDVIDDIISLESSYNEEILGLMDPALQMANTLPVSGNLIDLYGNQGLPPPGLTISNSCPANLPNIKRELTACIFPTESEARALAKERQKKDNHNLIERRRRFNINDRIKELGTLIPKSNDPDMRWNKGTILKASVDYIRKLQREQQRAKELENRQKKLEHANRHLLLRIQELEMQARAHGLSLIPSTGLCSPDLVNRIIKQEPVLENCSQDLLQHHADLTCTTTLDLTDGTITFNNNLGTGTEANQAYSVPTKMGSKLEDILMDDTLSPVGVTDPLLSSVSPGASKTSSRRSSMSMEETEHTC
TEAD-YAP inh: TEAD-YAP interaction inhibition. HEK-TIYL cells, TEAD-Gal4/YAP UAS-luciferase luminescence. inhibition, % at 9.12 µM. hit rate 1.4% among 640,000. AID 1259422; in the data active = inhibition above about 32%;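 note: 0% = median of test compound wells and 100% = reference inhibitor wells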
FBW7 activator: human FBW7 E3 ligase activation, primary screen | Q969H0 | AlphaScreen FBW7–phospho-cyclin E peptide binding, activator screen | normalized activity (activation), % at 26.1 µM | hit rate 0.13% among 650,000 | AID 1259310; in the data active = normalized activity above about 1.9%;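 note: purified mutant Fbw7 with reduced substrate affinity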
* hit, by the source's call; · = no result given.

SMILES	GPR151 activ	MITF primary	TEAD-YAP inh	FBW7 activator
O=C(COc1ccc(Cl)cc1Cl)NCCCO	0.9	-8.3	-25.6	-0.1
CSc1ccc(C2C(C#N)=C(N)N(c3ccc(Br)cc3)C3=C2C(=O)CCC3)cc1 (stereo not drawn)	-0.5	-1.9	-7.6	-0.2
O=C(O)CCNC(=O)/C(=C\c1ccc(Br)cc1)NC(=O)c1ccco1	-0.2	-17.6	2.3	0.0
CCOC(=O)C(C(C)CC)N(Cc1ccccc1)S(=O)(=O)c1ccc([N+](=O)[O-])cc1 (stereo not drawn)	0.4	17.2	5.7	0.3
CC1CCCCN1S(=O)(=O)c1cc(Br)cnc1N (stereo not drawn)	-0.1	4.2	2.8	0.2
Cc1nc(SCc2ccc([N+](=O)[O-])cc2)n[nH]1	0.0	16.1	22.7	-0.1
COc1cc([N+](=O)[O-])cc(/C=N/NC(=O)Cn2nnc3ccccc32)c1O	0.1	-33.1	5.4	0.0
CCOC(=O)N1CCN(C(=O)CSc2cc(C)[nH]c(=O)n2)CC1	0.5	-7.5	-2.5	-0.1
O=C(CN1CCC(NC(=O)Nc2ccc(F)cc2)CC1)Nc1ccccc1[N+](=O)[O-]	0.2	14.8	5.0	-0.2
NS(=O)(=O)c1ccc(CCNC(=O)c2cccc(-n3c(=S)[nH]c4cc(Cl)ccc4c3=O)c2)cc1	1.0	7.0	4.5	0.0
O=C(CSc1nc2ccsc2c(=O)n1-c1ccccc1)NCc1ccco1	-1.8	10.6	3.6	0.0
CCCNC(=O)Cc1cn(-c2ccc(N3CCCC3CO)nn2)c2ccccc12 (stereo not drawn)	0.2	1.1	-23.1	0.1

Next section; the last four above are carried over.
SMILES	GPR151 activ	MITF primary	TEAD-YAP inh	FBW7 activator
O=C(CN1CCC(NC(=O)Nc2ccc(F)cc2)CC1)Nc1ccccc1[N+](=O)[O-]	0.2	14.8	5.0	-0.2
NS(=O)(=O)c1ccc(CCNC(=O)c2cccc(-n3c(=S)[nH]c4cc(Cl)ccc4c3=O)c2)cc1	1.0	7.0	4.5	0.0
O=C(CSc1nc2ccsc2c(=O)n1-c1ccccc1)NCc1ccco1	-1.8	10.6	3.6	0.0
CCCNC(=O)Cc1cn(-c2ccc(N3CCCC3CO)nn2)c2ccccc12 (stereo not drawn)	0.2	1.1	-23.1	0.1
COc1ccc(N2CCN(S(=O)(=O)c3cccc4nonc34)CC2)cc1	-0.2	2.9	3.5	-0.2
CC/C=C\C[C@H](O)/C=C/[C@H]1C=CC(=O)[C@@H]1C/C=C\CCCC(=O)O	-0.6	12.4	·	·
Cn1cnnc1SCC(=O)c1cccc([N+](=O)[O-])c1	1.4	0.3	6.4	0.2
O=C(O)C(Cc1ccccc1)NS(=O)(=O)c1cccc2cccnc12 (stereo not drawn)	-0.3	-17.3	3.2	-0.1
CC1CCN(CC(=O)N2CCN(c3ccccc3)CC2)CC1	-0.1	-8.0	-5.6	0.3
CC1CCCC(N2CCN(Cc3cccc(Cl)c3)CC2)C1 (stereo not drawn)	0.8	67.3*	-5.5	0.1
CC(C)(C)c1ccc(OCc2nnc(NC(=O)c3ccco3)s2)cc1	0.7	25.5	-4.6	-0.2
NC(=O)c1ccccc1N=Cc1c(O)ccc2ccccc12	0.0	16.6	-4.4	0.1
COCCCNC(=O)c1c[nH]c2ccc(S(=O)(=O)N3CCOCC3)cc2c1=O	-0.5	0.7	10.1	-0.1
COc1cccc(CNC(=O)C(C)n2ncn3cccc3c2=O)c1OC (stereo not drawn)	1.1	-12.8	6.8	-0.1
Cc1ccc(-c2cc(C(=O)OCC(=O)c3ccc([N+](=O)[O-])cc3)c3cccc(C)c3n2)cc1	0.1	0.0	3.0	0.1
O=C(NC1CCN(Cc2ccccc2)CC1)c1cccc(Nc2cccnc2)c1	-0.1	19.1	7.2	0.0
Cc1cccc([C@@H]2C[C@H]3CN(C4Cc5ccccc5C4)C(=O)[C@]34CCCN24)n1	0.0	1.6	-10.8	-0.2
CCCC(C(=O)O)N1Cc2ccccc2C1=O (stereo not drawn)	-0.9	4.8	1.5	0.1
COc1ccc(CCNc2nc(Nc3ccncn3)nc3nc[nH]c23)cc1	2.6	26.3	8.1	0.5
CC(C)C(OC(=O)c1ccc(Cl)nc1)C(=O)NC(C)(C)C (stereo not drawn)	1.3	9.3	-10.0	-0.1
COc1ccc(NC(=O)NCCCN2CCN(c3ccc(OC)cc3)CC2)cc1	0.1	11.2	-2.6	-0.1
COc1ccccc1OC1OC(CO)C(O)C(O)C1NC(C)=O (stereo not drawn)	-0.5	19.9	-1.7	1.7
COc1ccc(O)c(/C=N/c2nc3ccccc3s2)c1	-0.6	-16.7	-1.2	-0.3
CC(=O)Nc1ccc(C23CC4CC(CC(C4)C2)C3)cc1C	-1.1	20.4	-8.4	0.7
COc1ccc(C(C)=O)cc1CSc1nnc(C)n1Cc1ccccc1	1.4	-1.0	-0.5	0.0
CN(Cc1ccccc1)c1nc2c(c(=O)[nH]c(=O)n2C)n1CCCSc1ncccn1	-0.4	-1.1	0.4	0.2
CCN1CCCC1CNC(=O)C(=O)NC1CC1 (stereo not drawn)	2.7	6.0	13.0	-0.1
COc1cccc(C(=O)N2CCN(C(=O)COc3ccccc3)CC2)c1OC	-0.4	4.3	2.0	-0.1
CCOc1cccc(-c2cc(N3CCN(CCO)CC3)n3nccc3n2)c1	-0.6	18.2	-3.6	0.0
CC(C)[C@H](NS(=O)(=O)/C=C/c1ccccc1)C(=O)Oc1cccc2cccnc12	-0.1	18.1	6.4	-0.2
C/C(=N\NC(=O)c1ccncc1)c1ccncc1	-1.2	18.5	8.6	0.1
CN(Cc1ccccc1)S(=O)(=O)c1ccc2[nH]c(=O)oc2c1	-1.5	-12.3	0.5	-0.1
Cc1cc(C)c2cc(CN(CCO)Cc3nnnn3CC3CCCO3)c(=O)[nH]c2c1 (stereo not drawn)	0.7	15.2	10.2	0.0
COc1ccc(OC)c(N/C=C(\C#N)c2nc(-c3cc4cc(Br)ccc4oc3=O)cs2)c1	1.0	-0.3	-0.3	0.0
CN(Cc1ccsc1)C(=O)COc1ccc(N2CCN(C3CCCCC3)CC2)nn1	-0.2	-12.0	-1.1	-0.1
Cn1c(=O)c2[nH]c(SCC(=O)Nc3ccccc3[N+](=O)[O-])nc2n(C)c1=O	0.7	-14.0	8.1	0.8
CC1CCc2c(sc3ncn(CC(N)=O)c(=O)c23)C1 (stereo not drawn)	0.5	6.4	-37.0	0.2
CC(=O)Nc1ccc(N/C(C)=C\C(=O)c2ccccc2)cc1	0.6	6.5	2.5	-0.1
Cc1cccc(NC(=O)Cc2csc(Nc3ccccc3)n2)c1C	1.4	8.6	-4.4	-0.1
CCOC(=O)C1CCN(C(=O)c2cc3c(=O)n4ccccc4nc3n2C)CC1	0.2	4.5	-5.3	-0.1
Cc1ccc(NC(=O)CSc2nc(=O)n(Cc3ccncc3)c3c2CCCC3)c(C)c1	-0.7	-11.9	0.6	-0.2
Cn1nc(C2CC2)cc1NC(=O)c1cnc2sccn2c1=O	0.5	14.5	-29.8	-0.2
Cc1cc(C(=O)N2CCN(c3ccc4cccc(-c5ccccc5F)c4n3)CC2)nn1C	-1.4	8.2	1.1	0.1
O=C(CSc1nc2ccccc2[nH]1)Nc1ccc2nc(SCC(=O)c3ccc(Cl)cc3)sc2c1	-0.2	-2.4	19.0	-0.1
CCn1c(SCC(=O)Nc2ccc(C)cc2C)nnc1-c1c[nH]c2ccccc12	-0.1	6.5	13.2	-0.2
CN(C)c1ccc(/C=C2\N=C(c3ccccc3F)N(c3ccc(Br)cc3)C2=O)cc1	-0.6	-0.5	-5.0	-0.1
CCC(=O)n1nc(-c2ccccc2)nc1NCc1ccc(OC)cc1	-0.3	-7.6	-37.0	-0.1
O=C(c1cccs1)c1coc2ccc(O)c(CN3CCOCC3)c12	2.0	4.9	6.4	-0.1
c1ccc(CN=c2cccccc2Nc2ccccc2)cc1	0.3	7.8	-1.5	-0.5
O=C(Nc1ccc(F)cc1)N1CCCC1c1nc(-c2cccnc2)n[nH]1 (stereo not drawn)	-0.7	19.4	1.5	0.0
N#Cc1ccccc1NC(=O)Nc1ccc(Cl)cc1	-0.4	11.7	-5.2	0.1
COc1cccc(C(=O)C2CCCN(C(=O)c3cc[n+]([O-])cc3)C2)c1 (stereo not drawn)	-0.4	12.2	4.3	0.0

Compound profiles, as listed above:
Profile of N#Cc1ccccc1NC(=O)Nc1ccc(Cl)cc1 : GPR151 activ = -0.4; MITF primary = 11.7; TEAD-YAP inh = -5.2; FBW7 activator = 0.1
Profile of O=C(Nc1ccc(F)cc1)N1CCCC1c1nc(-c2cccnc2)n[nH]1 (stereo not drawn) : GPR151 activ = -0.7; MITF primary = 19.4; TEAD-YAP inh = 1.5; FBW7 activator = 0.0

(cont.)
SMILES	GPR151 activ	MITF primary	TEAD-YAP inh	FBW7 activator
Cc1nc2ccccc2c2oc(C(=O)NCCCN3CCCC3)cc12	1.4	-2.2	-4.3	0.1
CC1(C)Oc2ccc(NC(=O)c3ccc(Cl)c(Cl)c3)cc2O1	0.4	-6.3	24.3	-0.1
Cc1ccccc1-c1nc2s/c(=C3\C(=O)N(CC(N)=O)c4ccccc43)c(=O)n2n1	2.1	19.3	-1.4	0.2
Cc1ccc2c(c1)NC(c1ccc(F)cc1)C1=C(CC(c3ccccc3)CC1=O)N2 (stereo not drawn)	1.0	7.7	-0.5	-0.3
COC(=O)C1=C(C)NC(SCC(=O)Nc2ccc(C(C)=O)cc2)=C(C#N)C1c1ccccc1Cl (stereo not drawn)	0.1	0.9	14.2	-0.2
CN1C(N)=NC(=O)/C1=C/c1ccc(F)cc1	2.5	-7.8	13.6	0.2
Cn1cc(C(F)(F)F)ccc1=S	0.7	1.2	14.7	0.1
Cc1cc(CN2CCCC(C(=O)Nc3cccc(-n4cccn4)c3)C2)oc1C (stereo not drawn)	1.0	5.1	5.9	0.0
Cc1ccc2c(c1)N(CC(=O)N(Cc1ccncc1)C1CC1)C(=O)C(C(C)C)O2 (stereo not drawn)	0.9	9.7	6.4	0.0
Cc1cc(NCc2ccccn2)nc2ccccc12	0.7	2.6	-13.9	-0.2
COc1ccc(C2C3=C(Nc4ncnn42)c2ccccc2CCC3)cc1 (stereo not drawn)	3.0	22.6	-6.8	0.2
CC(C)=C(NC(=O)c1ccccc1)C(=O)N/N=C/C=C/c1ccccc1	2.2	7.1	1.4	-0.1
COc1c(C)cc(S(=O)(=O)Nc2ccc3c(c2)N(C(=O)C2CC2)CC3)cc1C	1.0	4.7	43.1*	0.0
Cc1cccc(CC(=O)Nc2cnn(-c3cccc(C(=O)Nc4ccc(C(C)C)cc4)c3)c2)c1	-0.9	4.2	2.1	0.2
Cc1sc2nc(C(C)C)n3c(=O)n(CC(=O)NC(C)(C)C)nc3c2c1C	0.3	2.5	-0.5	-0.1
CC1CN(S(=O)(=O)c2ccc(C(=O)Nc3sc4c(c3C(N)=O)CCN(C)C4)cc2)CC(C)O1 (stereo not drawn)	0.1	3.3	8.5	-0.1
O=C1CC(Cc2ccc(Cl)cc2)C(=O)N1C1CCCCC1 (stereo not drawn)	-1.7	-5.0	8.3	1.1
CCCNC(=O)c1ccc(CNS(=O)(=O)c2ccc(OC)cc2)cc1	2.4	2.9	-14.9	-0.1
CCOc1cc(C(=O)OC2CCOC2=O)cc(OCC)c1OCC (stereo not drawn)	-0.5	5.0	-6.2	0.0
O=C(Cc1ccccc1[N+](=O)[O-])Nc1ccc(Br)c(Cl)c1	0.4	-14.2	-14.7	-0.1
Cc1cc(NC(=O)C2=NNC(=O)CC2)ccc1Br	-1.1	-7.9	-72.8	-0.2

Compound activity from PubChem.
